# Screens deposited in PubChem BioAssay by several laboratories.
# Rac1 GTP hydrolysis: MgcRacGAP GTPase-activating activity inhibitors, confirmation, biochemical, ADP Hunter fluorescence; Rac GTPase-activating protein 1 (Homo sapiens); MgcRacGAP-stimulated Rac1 GTP hydrolysis, ADP Hunter fluorescence; higher % means a stronger effect; GST-tagged Rac1 F28L mutant substrate; inhibition, % at 30 µM; hits with a dose series show IC50 in µM; 340,000 tested, 0.6% active;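 active = first-screen hits whose inhibition reached a set limit at any dose in the follow-up dose series; inconclusive = inhibition above the set first-screen limit but never retested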;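 also: fluorescence reports GDP produced by GAP-driven GTP hydrolysis; strong numbers were not always called active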
# LYP inhibition: inhibitors of LYP phosphatase, biochemical, fluorescence intensity, uHTS (AID 1779). recombinant LYP phosphatase, fluorescence intensity; higher % means a stronger effect. one-dose inhibition, % at 11.5 µM; IC50 in µM for titrated hits. 290,000 tested, 0.054% active. Tyrosine-protein phosphatase non-receptor type 22 (Homo sapiens); in the data active = inhibition above about 50%;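 also: plate controls were vehicle with enzyme for no effect and no enzyme for full effect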
# Dengue-2 NS5 capping: Dengue-2 NS5 methyltransferase inhibitors, primary screen, biochemical, confirmation dose response (AID 588689); Genome polyprotein (Dengue virus type 2 (strain 16681-PDK53)); Dengue-2 NS5 methyltransferase capping enzyme assay, biochemical; higher % means a stronger effect; inhibition, % at 25 µM; hits with a dose series show IC50 in µM; 340,000 tested, 0.3% active; in the data active = a potency from the dose series; inconclusive = inhibition above about 29% without an active follow-up result
# SIAH1 antagonists: Siah-1 peptide-binding antagonists, primary screen, biochemical, fluorescence polarization, rhodamine-plectin, uHTS (AID 1817); E3 ubiquitin-protein ligase SIAH1 (Homo sapiens); Siah-1 / rhodamine-plectin peptide fluorescence polarization; higher % means a stronger effect; one-dose displacement, % at 20 µM; IC50 in µM for titrated hits; 290,000 tested, 0.02% active;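 active = displacement of at least 50% at 20 µM, with a fluorescence ratio check between 0.3 and a set limit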;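 also: plate controls were Siah plus tracer with DMSO for no effect and tracer alone without Siah for full effect; strong numbers were not always called active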
# AID2073: inhibitors of Mint1-CaV2.2 protein interaction, biochemical, HTRF (AID 2073); Voltage-dependent N-type calcium channel subunit alpha-1B (Homo sapiens); HTRF protein-protein interaction, Mint1-CaV2.2; higher % means a stronger effect; one-dose inhibition, % at 20 µM; IC50 in µM for titrated hits; 290,000 tested, 0.19% active; in the data active = inhibition mostly above about 51%, no sharp cut-off; inconclusive = no clear call, values can overlap the other calls; inactive = mostly below about 53%; also: some results filed as inactive read as strong as hits
# HIV peptide binding: inhibitors of HIV fusion peptide binding, primary screen, biochemical, uHTS, fluorescence dequenching (AID 1986). cell-free peptide binding, fluorescence dequenching, 30 min; higher % means a stronger effect. one-dose inhibition, % at 20 µM; IC50 in µM for titrated hits. 290,000 tested, 0.3% active; in the data active = inhibition mostly above about 52%, no sharp cut-off; inactive = mostly below about 76%; also: some results filed as inactive read as strong as hits
# RSV CPE inhibition: RSV antiviral activity via CPE protection, HEp-2 cells, primary 10 µM value included (AID 2391); 310,000 tested, 0.13% active; CPE inhibition, % at 10 µM, or IC50 in µM where a hit was titrated; HEp-2 cells, RSV-induced CPE inhibition; higher % means a stronger effect; in the data active = a potency from the dose series; inconclusive = CPE inhibition mostly from about 23% at the one dose, without a potency; inactive = the rest, 99 in 100 with CPE inhibition below about 21%; also: strong numbers were not always called active
# Large T inhibition: SV40 large T antigen inhibitors, biochemical (AID 1903). SV40 large T antigen ATPase/helicase inhibition assay; higher % means a stronger effect. one-dose inhibition, % at 20 µM; IC50 in µM for titrated hits. 310,000 tested, 0.39% active; in the data active = a potency from the dose series; inconclusive = inhibition mostly from about 32% at the one dose, without a potency; inactive = the rest, 99 in 100 with inhibition below about 32%; also: strong numbers were not always called active
# XIAP displacement: XIAP antagonists, biochemical, IAP family, fluorescence polarization (AID 1018). XIAP BIR domain, fluorescence polarization peptide displacement; higher % means a stronger effect. 200,000 tested, 0.007% active. E3 ubiquitin-protein ligase XIAP (Homo sapiens). displacement, % at 20 µM; hits with a dose series show IC50 in µM; in the data active = displacement above about 50%; also: a part of the inactive calls stands beside numbers as strong as those of hits
# Active calls of the source: *; ? = inconclusive; . = no result given.
AID2073	LYP inhibition	Large T inhibition	XIAP displacement	SIAH1 antagonists	Rac1 GTP hydrolysis	HIV peptide binding	RSV CPE inhibition	Dengue-2 NS5 capping	Molecule
15.2%	-2.8%	5.5%	-5.4%	-1.8%	3.0%	0.3%	-0.6%	-9.8%	O=C1c2cnccc2CN1Cc1ccccc1
13.1%	-5.8%	10.2%	.	0.7%	9.1%	-0.7%	1.0%	-4.4%	COc1cccc2cc(C(=O)Nc3cc(C)cc(C)c3)/c(=N/NS(=O)(=O)c3ccccc3)oc12
.	.	11.8%	.	.	-3.1%	.	-1.5%	-2.9%	O=C(CN1C(=O)NC2(CCc3ccccc32)C1=O)c1c[nH]c2ccccc12 (stereo not drawn)
-0.1%	-8.9%	10.1%	-1.7%	-0.1%	8.5%	3.0%	1.6%	-10.6%	Cc1cc(N2CCC(C(=O)NCC3CC3)CC2)nc(-c2ccccc2)n1
6.8%	0.8%	-1.6%	-2.9%	1.3%	0.3%	-1.9%	9.5%	-5.5%	COc1ccc(C(=O)Nc2ccc3oc(Cc4ccc(Cl)cc4)nc3c2)cc1OC
1.9%	-1.1%	13.3%	.	7.9%	6.2%	0.4%	2.7%	0.0%	O=C(N/N=C/c1cccnc1)c1sc2ccccc2c1Cl
4.9%	3.8%	.	-8.5%	-3.8%	5.1%	7.5%	3.3%	-3.5%	O=S(=O)(Cc1cc(Sc2ccccc2)nc(-c2ccccc2)n1)c1ccccc1
-3.3%	1.0%	25.2%	-1.0%	10.1%	7.8%	0.6%	1.8%	-54.5%	CC1(C)CC(=O)C/C(=N\NC(=O)c2cccs2)C1
.	.	14.1%	.	.	3.2%	.	0.1%	0.0%	O=C(COC(=O)c1cnccn1)N=c1sccn1Cc1ccccc1Cl
3.6%	-5.1%	-0.9%	.	-0.4%	.	0.3%	-0.3%	.	CCN(CC)CCCN=Cc1c(O)n(-c2cccc(C)c2)c(=O)c2ccccc12
-4.0%	5.2%	8.7%	-5.5%	5.0%	3.3%	-1.7%	1.6%	-0.6%	COCCCNC(=O)NC(=O)c1ccccc1
11.2%	-6.1%	7.5%	.	-4.2%	2.7%	0.1%	2.9%	2.7%	O=S(=O)(c1ccc(N2CCOCC2)c(Cl)c1)N1CCOCC1
.	.	22.0%	.	.	-0.7%	.	-0.6%	-3.8%	CCOC(=O)c1c(NC(=O)COC(=O)c2ccc(O)cc2)sc(C(=O)NC)c1C
6.9%	-0.5%	2.2%	-1.1%	-9.4%	4.6%	3.9%	1.7%	-2.2%	N#C/C(=C(/O)COC(=O)CSc1ccc(Cl)cc1)c1nc2ccccc2[nH]1
12.7%	-11.1%	26.2%	-2.7%	43.2%	5.9%	1.9%	0.0%	-4.7%	Cc1ccccc1C(=O)NC1CCN(Cc2nnnn2C(C)(C)C)CC1
38.1%	-15.3%	7.7%	.	7.6%	8.4%	-0.3%	1.5%	-9.5%	COc1cc(/C=C/c2nc3ccccc3c(=O)[nH]2)ccc1OC(F)F
-0.6%	-3.5%	4.3%	2.3%	0.5%	5.9%	1.6%	1.4%	-5.1%	O=C(CCC(=O)OCC(=O)c1ccc(-c2ccccc2)cc1)Nc1cccc(Cl)c1
-7.5%	9.2%	-4.2%	-5.3%	-0.9%	.	-3.1%	2.6%	.	COCc1cc(C)nc(OCC(=O)N/N=C/c2ccc(-c3cccc([N+](=O)[O-])c3)o2)c1C#N
.	.	17.2%	.	.	2.0%	.	-0.9%	0.8%	Oc1ccc(C[C@@H]2CNCCN2CCc2cc(C(F)(F)F)cc(C(F)(F)F)c2)cc1
2.0%	-0.5%	-0.2%	-1.2%	-5.5%	0.8%	-0.8%	0.9%	-2.8%	COc1ccc(C(=O)NNC(=O)CN2CCC(n3nnc4cc(C(F)(F)F)ccc43)CC2)cc1

# Other results:
AID2073	LYP inhibition	Large T inhibition	XIAP displacement	SIAH1 antagonists	Rac1 GTP hydrolysis	HIV peptide binding	RSV CPE inhibition	Dengue-2 NS5 capping	Molecule
-0.4%	-1.8%	28.0%	-3.5%	-1.1%	5.9%	4.1%	1.6%	1.3%	O=C(CCCC(=O)OCC(Cl)=C(Cl)Cl)Nc1ccc(F)cc1
4.7%	-6.5%	5.1%	.	4.6%	1.1%	3.6%	1.3%	5.5%	O=C(CSCc1ccccc1)Nc1ccc(S(=O)(=O)Nc2ncccn2)cc1
-3.0%	2.4%	5.0%	-1.3%	-3.2%	2.2%	1.3%	-1.6%	2.4%	CN(C)CCNc1nc2c(c(=O)[nH]c(=O)n2C)n1CC(O)COc1ccc(Cl)cc1 (stereo not drawn)
15.3%	-12.0%	21.8%	-2.3%	1.5%	11.2%	0.3%	1.6%	-3.6%	Cc1cc(C)c2c(N)c(C(=O)C(C)(C)C)sc2n1
1.2%	-0.7%	7.8%	-1.2%	-1.3%	2.0%	-0.9%	1.9%	-0.7%	CCOC(=O)Cn1c(C(=O)OCC)cc2sccc21
6.0%	2.9%	3.2%	-3.6%	7.9%	7.5%	0.7%	0.8%	-9.0%	C=CCN1C(=O)CS/C1=N/c1nccs1
.	.	4.5%	.	.	5.9%	.	1.2%	-2.9%	COc1cccc(COC(=O)C2CCN(S(=O)(=O)c3ccc(Cl)cc3)CC2)c1OC
0.6%	-3.0%	15.4%	-7.0%	-2.2%	11.1%	9.7%	5.0%	-2.7%	CCCc1nc2ccccc2c(=O)n1NC(=O)c1c(O)c2cccc3c2n(c1=O)CCC3
24.4%	-4.2%	8.4%	.	9.0%	3.7%	-0.6%	4.9%	1.0%	COc1ccc(CC(=O)Nc2c(C(=O)N3CCN(c4ncccn4)CC3)oc3ccccc23)cc1
3.7%	-1.3%	6.2%	-1.5%	-1.9%	-9.4%	-0.1%	0.3%	-1.9%	CCN1C(=O)c2cccc3c(S(=O)(=O)NCCc4c[nH]c5ccccc45)ccc1c23
-9.3%	0.1%	10.8%	1.4%	5.3%	7.6%	-2.8%	0.0%	3.8%	O=S(=O)(Nc1ccc(N2CCCCC2)cc1)c1cccc2cccnc12
1.5%	-8.1%	8.9%	0.2%	-1.7%	7.6%	1.3%	0.5%	2.4%	Cc1ccc(C(=O)O)cc1S(=O)(=O)N1CCCC1
-17.0%	-1.4%	10.2%	-6.1%	5.5%	2.9%	0.6%	0.2%	-0.8%	CCc1n[nH]c(=S)n1/N=C/c1ccc(NC(C)=O)cc1
?	-19.7%	24.4%	.	-2.7%	9.3%	-2.0%	3.2%	-7.0%	Cc1c(CC(=O)N2CCN(C(=O)C3COc4ccccc4O3)CC2)c(=O)oc2c(C)c(O)ccc12 (stereo not drawn)
11.0%	-10.2%	-0.8%	-8.8%	-1.9%	3.9%	-0.2%	1.6%	-1.5%	Cc1ccc(S(=O)(=O)N2CCCC(C(=O)O)C2)s1 (stereo not drawn)
0.7%	-6.6%	3.6%	.	8.1%	0.0%	-1.6%	1.7%	1.3%	NC(=O)C1CCN(C(=O)CN(c2cccc(Cl)c2)S(=O)(=O)c2ccccc2)CC1
-5.1%	-0.4%	3.6%	-3.1%	2.0%	0.2%	0.0%	0.1%	0.0%	CC(=O)Nc1ccc(C(=O)NCC(=O)OCc2c(F)cccc2Cl)cc1
-3.2%	-4.4%	-3.6%	-4.8%	1.9%	-0.8%	2.6%	2.7%	-16.2%	Cc1cc(Cl)c(S(=O)(=O)Nc2cc(S(=O)(=O)N3CCOCC3)ccc2F)cc1OCC(N)=O
-21.2%	-5.5%	9.4%	.	-1.9%	.	-1.6%	3.4%	.	Cc1nc(-c2ccccn2)nc(SCC(=O)N2CCOCC2)c1Cl
64.6%	1.8%	9.1%	-4.1%	25.5%	5.7%	13.6%	0.9%	-2.3%	O=C(/C=C/c1ccco1)NC1CCCC1

# Carrying on:
AID2073	LYP inhibition	Large T inhibition	XIAP displacement	SIAH1 antagonists	Rac1 GTP hydrolysis	HIV peptide binding	RSV CPE inhibition	Dengue-2 NS5 capping	Molecule
-0.7%	1.9%	-1.3%	-7.2%	-5.0%	4.7%	-3.5%	4.9%	-5.2%	O=C(COC(=O)/C=C/c1cccc(F)c1)Nc1ccccc1-c1ccccc1
25.9%	-4.1%	6.8%	-14.1%	0.7%	1.6%	-2.2%	-1.8%	-0.7%	O=C(N/N=C1\C2CN3CCN(C2)CC1(c1ccccc1)C3)Nc1ccccc1
12.2%	-0.8%	12.1%	-3.2%	-5.7%	0.1%	-0.8%	-1.4%	-7.8%	CCOC(=O)/C(=N\Nc1cc(Cl)ccc1Cl)N1CCOCC1
2.1%	-1.0%	12.4%	.	3.0%	6.3%	-1.5%	7.6%	-10.6%	C#CCn1c(O)c(N=NC(=O)CNC(=O)/C=C/c2ccccc2)c2ccccc21
12.6%	-1.7%	0.3%	.	2.5%	7.5%	0.9%	3.2%	-0.7%	COc1ccc(C(CC(=O)N2CCN(C)CC2)NC(=O)C(F)(F)F)cc1 (stereo not drawn)
23.4%	11.2%	6.2%	-4.3%	3.4%	4.1%	32.4%	18.3%	-55.8%	N#CC1=C(N)OC2=C(CC/C2=C\c2ccccc2Cl)C1c1ccccc1Cl (stereo not drawn)
27.6%	0.6%	-2.3%	-4.3%	-3.1%	8.2%	2.3%	0.1%	-2.3%	CC(=O)Nc1ccc(-c2ccc3nnc(C)n3n2)cc1
6.3%	-5.1%	-2.7%	-6.4%	1.2%	5.5%	0.2%	-0.6%	-4.6%	Cc1cccc(N(C(=O)c2snc(C(N)=O)c2N)C(C(=O)NCC2CCCO2)c2cccs2)c1 (stereo not drawn)
15.7%	-6.8%	-1.2%	.	1.2%	4.0%	-2.8%	1.2%	-4.5%	CN(C)C(=O)CSc1nnc(-c2ccc(S(=O)(=O)N3CCCC3)cc2)n1C
32.5%	-4.6%	14.2%	-4.9%	-0.5%	10.4%	-2.2%	3.2%	-8.3%	CC(C)c1nn2c(=O)cc(O)nc2s1
8.7%	-4.1%	9.7%	.	-1.9%	3.3%	-0.2%	1.2%	-4.4%	Cc1ccc(N(C(=O)c2csnn2)C(C(=O)NCc2ccccc2)c2cccnc2)cc1 (stereo not drawn)
-5.3%	-3.5%	-14.0%	-1.5%	-5.0%	9.6%	-1.8%	0.3%	-6.5%	COc1ccc(C(=O)N(Cc2ccco2)Cc2cccs2)c(O)c1
16.8%	-5.2%	0.1%	.	0.3%	3.5%	0.9%	13.9%	-9.2%	Cc1c(OCC(=O)NCCN2CCOCC2)ccc2c3c(c(=O)oc12)CCC3
6.4%	-8.7%	8.1%	.	-1.9%	7.5%	2.4%	0.6%	-15.5%	Cc1ccc(O)c(NC(=O)c2cc(-c3ccco3)on2)c1
-20.1%	-3.0%	25.3%	2.1%	1.8%	6.0%	-3.2%	2.5%	-8.0%	CCc1cc(C(=O)NNC(=S)NCc2ccccc2)cs1
-42.9%	5.8%	4.7%	-6.1%	19.7%	36.4%	-8.0%	.	-2.3%	CC1=NN(c2ccccc2)C(=O)/C1=C/C=C/c1ccc(N(C)C)cc1
